PLAP act = PLAP enzyme activators, biochemical, luminescence, HTS; activation fold at 20 µM; purified PLAP enzyme, luminescent substrate read-out; active compounds read high; Alkaline phosphatase, placental type (Homo sapiens), P05187; 96,000 tested, 1.2% active; in the data active = activation fold above about 2
sEH inhibitor = soluble epoxide hydrolase inhibitors, primary screen, biochemical, human sEH; Bifunctional epoxide hydrolase 2 (Homo sapiens), P34913; recombinant human sEH enzymatic activity assay; inhibition, % at 2 µM; 91,000 tested, 0.34% active; in the data active = inhibition above about 80%; also: values of inactives mirror those of a sister screen read the other way; many of its hits are not listed in these tables
Ecoli WT expand = growth inhibitors of wild-type E. coli, primary screen, strain BW25113, expanded library, OD600; growth inhibition, % at 100 µM; 98,000 tested, 0.15% active; OD600 absorbance;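 active = growth inhibition above about 50% at one test dose, limit read from the data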;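 also: growth measured after 20 h incubation at 37 °C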
S1P2 antag = human S1P2 receptor antagonists, primary screen, cell-based. inhibition, % at 5 µM. Sphingosine 1-phosphate receptor 2 (Homo sapiens), O95136. 97,000 tested, 0.21% active. cell-based S1P2 antagonist assay, inhibition at 5 uM; in the data active = inhibition above about 45%;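 also: CRE beta-lactamase reporter cells expressing human S1P2 stimulated with S1P; 0% = agonist at EC80 alone and 100% = agonist plus reference antagonist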
Target sequence (O95136 whole entry, looked up): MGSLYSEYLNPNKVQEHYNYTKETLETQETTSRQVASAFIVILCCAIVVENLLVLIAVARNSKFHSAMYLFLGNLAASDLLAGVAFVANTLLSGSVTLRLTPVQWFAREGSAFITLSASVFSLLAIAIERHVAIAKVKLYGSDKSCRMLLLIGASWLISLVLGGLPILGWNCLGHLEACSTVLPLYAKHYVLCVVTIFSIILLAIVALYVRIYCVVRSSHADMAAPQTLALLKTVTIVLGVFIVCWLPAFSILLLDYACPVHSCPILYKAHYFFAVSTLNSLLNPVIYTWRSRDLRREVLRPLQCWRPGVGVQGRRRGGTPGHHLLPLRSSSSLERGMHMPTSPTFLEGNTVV
Mac1 fbg inh = inhibitors of CD11b/CD18 adhesion to fibrinogen, primary screen, K562 cells, luminescence | inhibition, % at 10 µM | 93,000 tested, 0.54% active | ATPlite luminescence; Mn2+ added to activate the integrin | AID 1497, 2009;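 active = primary inhibition of 50% or more at 10 µM, then 40% or more on retest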; also: some results filed as inactive read as strong as hits
Target sequence (P05107 whole entry, looked up, other chains not shown): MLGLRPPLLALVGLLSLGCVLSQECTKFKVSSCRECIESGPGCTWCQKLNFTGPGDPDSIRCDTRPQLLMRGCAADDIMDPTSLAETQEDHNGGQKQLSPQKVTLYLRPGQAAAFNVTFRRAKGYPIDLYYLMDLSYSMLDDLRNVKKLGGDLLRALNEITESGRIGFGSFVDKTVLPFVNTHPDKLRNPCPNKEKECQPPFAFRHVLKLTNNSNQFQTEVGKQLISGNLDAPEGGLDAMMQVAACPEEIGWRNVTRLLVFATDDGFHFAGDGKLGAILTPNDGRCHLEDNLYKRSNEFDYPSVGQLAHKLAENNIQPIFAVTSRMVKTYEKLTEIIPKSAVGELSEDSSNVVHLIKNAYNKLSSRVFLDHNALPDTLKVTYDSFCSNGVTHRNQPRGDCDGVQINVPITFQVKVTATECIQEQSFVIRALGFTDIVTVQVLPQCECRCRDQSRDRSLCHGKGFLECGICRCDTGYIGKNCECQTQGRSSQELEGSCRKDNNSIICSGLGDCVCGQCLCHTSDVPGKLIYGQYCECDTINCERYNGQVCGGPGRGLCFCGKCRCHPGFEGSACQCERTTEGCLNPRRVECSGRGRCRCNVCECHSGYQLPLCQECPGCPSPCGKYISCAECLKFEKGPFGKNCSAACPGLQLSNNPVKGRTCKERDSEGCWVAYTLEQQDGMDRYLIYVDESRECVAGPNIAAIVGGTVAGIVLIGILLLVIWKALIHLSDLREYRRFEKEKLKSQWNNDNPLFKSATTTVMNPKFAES
sEH act = soluble epoxide hydrolase activators, primary screen, biochemical, human sEH | Bifunctional epoxide hydrolase 2 (Homo sapiens), P34913 | purified human sEH enzymatic activity, activator screen | activation, % at 2 µM | 91,000 tested, 0.04% active; in the data active = activation above about 37%; also: values of inactives mirror those of a sister screen read the other way
PostGolgi yeast = phenotypic screen on post-Golgi transport, primary screen. post-Golgi transport phenotypic cell assay. inhibition, % at 10 µM. 98,000 tested, 0.9% active;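 also: yeast cells grown in 1536-well plates; yeast grown about 18 h at 30C before absorbance read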
S1P2 agonist = S1P2 receptor agonists, primary screen, cell-based; S1P2-expressing cell line, agonist reporter read-out; activation, % at 4.5 µM; 97,000 tested, 0.46% active; in the data active = activation above about 16%;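 also: 0% = vehicle low control and 100% = maximal reference agonist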
PostGolgi ctrl = growth inhibition of yeast control strain, primary screen, counter-screen for post-Golgi transport modulator project | inhibition, % at 10 µM | efflux-deficient yeast background strain, growth absorbance A615, 16 h | 98,000 tested, 5% active
* = called active by the depositor; nt = not tested or not shown. Rule as the data show it, unless noted: active = inhibition above about 30%; inactive = the rest.

SMILES	PLAP act	sEH inhibitor	Ecoli WT expand	S1P2 antag	Mac1 fbg inh	sEH act	PostGolgi yeast	S1P2 agonist	PostGolgi ctrl
CC(=O)c1sc(NC(=O)c2ccc(Cn3cc(Br)cn3)o2)nc1C	1.2	-5	-11	-3	-32	7	-6	-3	21
CCN(CC)C(=O)C1CCCN(C(=O)Nc2ccc3nsnc3c2)C1 (stereo not drawn)	1.4	40	-5	-12	3	-38	-2	-3	-2
CCOC(=O)c1sc2ccc(S(=O)(=O)N3CCOCC3)cc2c1N	0.9	0	-3	5	7	-1	11	-8	8
COc1nc(C#N)nc(N(C)C)n1	1	nt	4	nt	-18	nt	-17	nt	18
O=C(c1cccc(F)c1)N1CCN(C(=O)c2cc(-c3ccc(Cl)cc3Cl)on2)CC1	1.4	-3	-14	13	11	2	10	-3	22
O=Cc1ccc(OCC(=O)NC(=O)NC2CCCCC2)cc1	1	0	-1	13	-2	1	-5	-2	-1
CCOC(=O)N1CCN(c2ccc(C(=O)c3ccccc3)cc2F)CC1	1.6	-2	0	4	15	2	7	-5	-1
COc1cccc(C(=O)Nn2c(C)nnc2-n2nc(C)cc2C)c1	nt	-2	nt	1	nt	5	nt	-2	nt
CCOP(=O)(OCC)C(NCc1ccccc1)c1ccc(Br)cc1 (stereo not drawn)	1.9	6	6	-6	-5	-4	3	1	16
O=C(N/N=C\c1ccc(Cl)cc1Cl)c1sccc1-n1cccc1	0.9	11	-7	-4	nt	-11	-3	-4	7
COc1ccc(C(=O)Nc2ccc(S(=O)(=O)Nc3nccc(C)n3)cc2)cc1OC	1.4	1	8	-58	25	-5	3	-2	-43
Cc1cc(C)n2nc(SCC(=O)NCc3ccco3)nc2n1	1.2	10	2	1	10	-13	6	-4	-3
C=CCCC(=O)Nc1nc(C)c(-c2csc(Nc3cc(OC)ccc3OC)n2)s1	1.3	18	-13	12	6	-18	3	-6	33*
COC(=O)c1oc2ccccc2c1NC(=O)CN1CCCC1	0.9	nt	2	nt	5	nt	2	nt	15
Cc1ccc(S(=O)(=O)N2CCOCC2)cc1C(=O)NCc1cccnc1	0.9	-16	-2	-10	2	15	-1	-5	0
COc1ccccc1OCC(=O)NCC1CCCCC1	1.2	1	6	-4	-3	2	-4	1	18
NC(=O)c1noc(C(=O)N(CC(=O)NC2CCCC2)Cc2ccc3c(c2)OCO3)c1N	nt	-13	nt	-13	nt	16	nt	-7	nt
Cc1nc(NC(=O)c2ccco2)sc1C(=O)Nc1ccc(Br)cc1	1	7	-10	19	3	-8	2	-3	30
CCN1C(=O)c2ccccc2S(=O)c2ccc(C(=O)NCCCN3CCCC3=O)cc21 (stereo not drawn)	1	nt	-10	nt	-5	nt	0	nt	5
CCOc1nc(NC(=O)NS(=O)(=O)Oc2ccccc2Cl)nc(-c2ccccc2)n1	0.8	-17	4	-32	5	17	16	-1	4
CCC1CCCCN1C(=O)COc1cc(=O)n(C)c2ccccc12 (stereo not drawn)	0.9	1	-4	13	-14	0	-4	-2	1
Cc1ccc(CCNC(=O)C2CCC(CNc3c(N4CCCC4)c(=O)c3=O)CC2)cc1 (stereo not drawn)	1.5	0	-5	1	-4	-2	-1	-1	-6
CC1(C)CC(=O)C(C=NCCN2CCN(C(=S)Nc3cccc(Cl)c3)CC2)=C(O)C1	1.3	14	9	1	nt	-11	0	-9	1
O=C(O)c1cc(-c2ccc(/C=N/Nc3ccc(Cl)cc3)o2)ccc1Cl	1.2	-5	4	-26	40	8	63*	15	10
COc1ccc(N2CCN(CCCNC(=O)CCCn3c(=O)[nH]c4ccsc4c3=O)CC2)cc1	1.1	2	0	-6	nt	-1	8	-10	8

The closing 2 compounds of the section before are carried over, then new ones follow:
SMILES	PLAP act	sEH inhibitor	Ecoli WT expand	S1P2 antag	Mac1 fbg inh	sEH act	PostGolgi yeast	S1P2 agonist	PostGolgi ctrl
O=C(O)c1cc(-c2ccc(/C=N/Nc3ccc(Cl)cc3)o2)ccc1Cl	1.2	-5	4	-26	40	8	63*	15	10
COc1ccc(N2CCN(CCCNC(=O)CCCn3c(=O)[nH]c4ccsc4c3=O)CC2)cc1	1.1	2	0	-6	nt	-1	8	-10	8
COC(=O)c1c(NC(=O)Nc2ccc(Cl)cc2)sc(C)c1C	0.8	6	-10	-8	-8	-5	5	-3	-2
CCCCN(C)C(=O)C1CCN(CCCc2ccccc2)CC1	1.6	13	11	16	-1	-12	-4	-3	0
CCn1c(SCc2ccc(C)cc2)nnc1-c1nn(-c2ccccc2)ccc1=O	1.4	-14	6	7	7	17	-2	-8	28
Cc1ncc([N+](=O)[O-])n1CC(=O)NC1CCCC1	1.1	1	5	10	-1	0	0	-3	11
COc1ccccc1C(=O)NCCn1ccc2ccccc21	1.2	-13	5	-13	nt	14	20	-6	4
CCOc1ccc(CCNC(=O)C2CCN(c3nnc(-n4cccc4)s3)CC2)cc1	1.2	-1	-2	2	-1	2	-8	-3	-1
CCc1cc2c3c(c(=O)oc2cc1OC)CCCC3	0.9	1	-6	-21	-48	-1	-2	-4	49*
CCC(CC)C(=O)NCCc1ccc(F)cc1	0.9	-16	2	-10	2	11	5	-2	4
COc1ccc2[nH]c(C)c(CN3CCC(C)CC3)c(=O)c2c1	0.7	nt	7	nt	3	nt	14	nt	-3
CC1(C)Cc2cccc(OCC(=O)N3CCN(S(=O)(=O)c4ccccc4)CC3)c2O1	1.6	-7	0	20	6	6	8	-5	27
N#Cc1c(-c2ccccc2)cc(C2CC2)nc1SCC(=O)c1cccs1	1	-2	-14	10	4	1	3	-6	12
CCCC(=O)Nc1ccccc1NC(=O)CN(C)S(=O)(=O)c1ccccc1	0.7	21	6	1	-14	-20	0	-2	5
O=C(NCc1ccco1)c1ccc2c(=O)n(CC3CCCO3)c(=S)[nH]c2c1 (stereo not drawn)	nt	18	-11	-1	nt	-19	3	-6	-1
CC1(c2ccccc2)NC(=O)N(CC(=O)Nc2ccc3c(c2)OCO3)C1=O (stereo not drawn)	1.2	-10	7	24	12	12	-8	-7	3
CC(OC(=O)c1cccc(NS(C)(=O)=O)c1)C(=O)Nc1ccc(N2CCOCC2)cc1 (stereo not drawn)	1.1	1	-3	-9	-28	-1	-8	-7	-4
Cc1ccc(S(=O)(=O)c2cc3c(=O)n4ccccc4nc3n(Cc3ccco3)c2=N)cc1	1.5	-1	-7	-7	6	4	-7	0	-1
O=C(Cn1cnc2c(nnn2-c2ccc(F)cc2)c1=O)NCc1ccco1	1.1	3	1	-5	-9	-2	6	-7	9
COC(=O)Cn1c(=O)n(CCc2ccccc2)c(=O)c2c3c(sc21)CCCC3	1.6	-8	-14	-20	-24	11	11	-1	15
CCCCCOC(=O)Cc1c(O)c2ccccc2[nH]c1=O	0.9	-10	5	-7	2	9	6	-5	18
Cn1c(Cn2nnc3ccccc32)nnc1SCC(=O)Nc1ccc2c(c1)OCO2	0.9	-22	6	0	2	21	-10	-4	3
CCCc1nnc(NC(=O)Cn2c(=O)oc3ccccc32)s1	1.1	-5	-7	8	-9	4	13	-4	13
CC(=O)NS(=O)(=O)c1ccc(NC(=S)NC(=O)C(C)C)cc1	0.9	-25	-3	-8	-14	25	0	-6	36*
CSc1ccccc1C(=O)Nc1ccc(C)c(C)c1	0.9	-4	8	1	-8	1	-9	0	11
S=C1NNC2(NN1)C1CC3CC(C1)CC2C3	nt	-2	nt	8	nt	3	nt	-6	nt
CCCCNC(=O)Cn1c2c(c(-c3ccccc3Cl)cc1=O)CCC2	1.5	4	2	10	-4	-5	7	-5	0

Whole records, looked up by structure.
`CCCCCOC(=O)Cc1c(O)c2ccccc2[nH]c1=O` as listed: PLAP act: 0.9; sEH inhibitor: -10; Ecoli WT expand: 5; S1P2 antag: -7; Mac1 fbg inh: 2; sEH act: 9; PostGolgi yeast: 6; S1P2 agonist: -5; PostGolgi ctrl: 18
`Cc1ncc([N+](=O)[O-])n1CC(=O)NC1CCCC1` as listed: PLAP act: 1.1; sEH inhibitor: 1; Ecoli WT expand: 5; S1P2 antag: 10; Mac1 fbg inh: -1; sEH act: 0; PostGolgi yeast: 0; S1P2 agonist: -3; PostGolgi ctrl: 11

Reformatted in CSV form: entries from further up.
smiles,PLAP act,sEH inhibitor,Ecoli WT expand,S1P2 antag,Mac1 fbg inh,sEH act,PostGolgi yeast,S1P2 agonist,PostGolgi ctrl
CCCc1nnc(NC(=O)Cn2c(=O)oc3ccccc32)s1,1.1,-5,-7,8,-9,4,13,-4,13
COC(=O)c1c(NC(=O)Nc2ccc(Cl)cc2)sc(C)c1C,0.8,6,-10,-8,-8,-5,5,-3,-2

Later entries
SMILES	PLAP act	sEH inhibitor	Ecoli WT expand	S1P2 antag	Mac1 fbg inh	sEH act	PostGolgi yeast	S1P2 agonist	PostGolgi ctrl
O=C(O)CSC(NC(=O)c1cccnc1)(C(F)(F)F)C(F)(F)F	1.2	-5	-2	-10	-32	9	2	-3	12
O=C(Nc1ccc(F)cc1)c1ccc(-n2ccnc2)nc1	1	-2	13	18	4	2	-12	-10	-4
CC(C)C(c1nnnn1Cc1ccc2c(c1)OCO2)N1CCN(C)CC1 (stereo not drawn)	nt	5	nt	-12	nt	0	nt	-3	nt
Cc1cc2c(c(=O)n1C1CC1)C(c1cccc(Cl)c1)C(C#N)=C(N)O2 (stereo not drawn)	0.9	nt	-7	-2	-7	nt	-5	-7	3
CC(C)NC(=O)/C(=C/c1ccco1)c1ccccc1	0.9	12	9	3	11	-10	-2	-11	15
Cc1occc1-c1nc(-c2ccncc2)no1	1	6	19	-24	-22	-4	-5	-4	1
COc1ccccc1N1CCN(C(c2cccs2)C(C)NS(=O)(=O)c2ccccc2)CC1 (stereo not drawn)	1.5	nt	-18	nt	-3	nt	-9	nt	7
O=c1[nH]cnc2cc(Cl)ccc12	1.2	11	4	16	-2	-12	-8	-2	0
CN(C)c1nc(OCCNC(=O)COc2ccccc2Cl)nc(N(C)C)n1	nt	-8	nt	-28	nt	11	nt	-2	nt
CCOc1cc(NC(=O)c2ccccc2C)c(OCC)cc1NC(=O)C1=Cc2ccccc2OC1	0.4	-9	-12	-36	-35	9	-1	-9	1
CCN(C(=O)C1CCN(S(=O)(=O)c2ccc3c(c2)oc(=O)n3C)CC1)c1cccc(C)c1	1.3	15	-3	-1	-3	-16	-19	-3	12
C=CCn1c(-c2cccn(Cc3ccccc3)c2=O)n[nH]c1=S	0.9	8	3	19	nt	-5	2	-5	-3
Cc1cc(NC(=O)COc2nnc(-c3ccccc3)c3ccccc23)no1	0.9	-17	2	16	38	14	15	-4	-3
CC(NC(=O)CC12CC3CC(CC(C3)C1)C2)C(=O)O (stereo not drawn)	0.9	-4	-11	5	-17	7	-2	-3	29
CN(CC(=O)N1CCCCCC1)S(=O)(=O)c1ccc(Br)s1	1	4	3	-24	0	-3	8	4	15
O=C(NCCc1ccncc1)c1ccccc1F	0.9	-3	5	-12	-12	3	10	1	11
O=C(Nc1cccc(C(=O)N2CCOCC2)c1)c1ccccc1	1	4	1	3	3	0	7	-4	1
Cc1ccc(NC(=O)c2ccccc2F)nc1	0.9	-3	6	-10	-1	4	3	-3	2
COC(=O)C(C)(C(=O)OC)c1ccc([N+](=O)[O-])cn1	0.9	1	1	16	nt	2	-4	-3	-2
Cn1c2c(c(=O)n(C)c1=O)C(NC(=O)c1ccco1)(C(F)(F)F)C(=O)N2 (stereo not drawn)	0.9	-6	3	24	-17	5	-11	-2	23
CSc1nsc(SC)c1C(=O)N1CCN(S(=O)(=O)c2ccc(C)cc2)C1C(C)C (stereo not drawn)	nt	5	nt	-13	nt	-3	nt	-3	nt
N#C/C(C(N)=O)=C1/CCc2ccccc2N1	1	2	5	0	0	-6	-5	-3	3
O=c1c2ccccc2c2ccccc2c(=O)n1CC1CCCO1 (stereo not drawn)	1	2	-3	4	1	-4	-5	-5	16
COc1ccc2ccc(Oc3ncccn3)cc2c1	0.9	-16	-2	19	-8	17	2	-2	1
COc1cccc(CNC(=O)CCS(=O)(=O)c2cccs2)c1	0.9	42	16	-9	nt	-40	-3	-6	-7
Nc1ccc(C(=O)Nc2ccco2)cc1	nt	10	nt	-2	nt	-8	nt	-7	nt
O=[N+]([O-])c1ccc(Oc2ccc(F)cc2)c2ccncc12	0.7	9	4	-2	-3	-7	16	-3	30
O=C1C2C3C=CC(C3=C(c3ccccc3)c3ccccc3)C2C(=O)N1Cc1ccccc1 (stereo not drawn)	1	-4	-12	-31	-22	2	-4	-1	8

Source: PubChem BioAssay
